KCNH2 WT inh: KCNH2 (human, wildtype) channel inhibition | Q12809 | U2OS, BacMam KCNH2, thallium flux FluxOr; hits give low values | activity change, % at 1.84 µM | hit rate 0.37% among 340,000 | AID 720551;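 active means maximum activity change below -70%; inconclusive means maximum activity change between -70% and -50%; inactive means maximum activity change above -50%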; further: on the % scale 0 is the no-effect control and ±100 the full control effect
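U2OS cells were transduced with wild-type KCNH2 virus (2.03 x 10^8 / mL) for 4 h at room temperature, then cultured overnight at 37 C. Thallium flux was read with FluxOr dye. Rate constants were normalized to DMSO controls.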
ELG1 DNA repair: blocks ELG1-dependent DNA repair in HEK293T cells; HEK293T ELG1-luciferase reporter, luminescence, 16 h; DNA damage induced by 5-fluorouridine; Potency, µM (highest dose often 46.1 µM), inactives show at the highest dose activity change, negative = inhibition, actives largely listed as inhibitors; hit rate 2.3% among 330,000; AID 504467; further: potency means the concentration at half of the fitted maximal effect; on the % scale 0 is the no-effect control and ±100 the full control effect; nearly all actives have a fitted effect of over 55% in size
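Reporter activity after DNA damage by 5-fluorouridine is monitored. Compound-treated cells incubate 16 hr at 37 °C, then ONE-Glo is added for 30 min before luminescence reading.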
Eya2 phos inh: blocks the phosphatase activity of human Eya2; O00167; recombinant Eya2, OMFP fluorescence dephosphorylation (OMFP is methylfluorescein phosphate); Potency, µM (series often up to 76.9 µM), for the others: at the highest dose activity, negative = inhibition, most hits filed as inhibitors; hit rate 0.006% among 330,000; further: potency means the concentration at half of the fitted maximal effect; on the % scale 0 is the no-effect control and ±100 the full control effect
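Eya2 (0.2 uM) preincubated 10 min at ambient with compound, then OMFP substrate added at 50 uM; 10 min reaction in 50 mM HEPES pH 7.5, 50 mM NaCl, 5 uM MgCl2, 0.05% BSA, 1 mM DTT. Fluorescence read at Ex 485/Em 525 nm.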
TRPV1 agonist: agonists of human vanilloid receptor 1 (TRPV1); Q8NER1; TRPV1-expressing cells, Fluo-8 calcium influx, agonist mode; activation, % at 8.33 µM; hit rate 0.19% among 320,000; in the data active means activation above about 80%; inconclusive means between about 30% and that limit; further: 0% is about no effect
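Cells expressing TRPV1 were dye-loaded with Fluo-8 and read kinetically: 10 s baseline, 3 min after compound (agonist portion), then 2 min after EC20 capsaicin (allosteric enhancer portion). Calcium-bound dye fluorescence at 480/520 nm.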
TCR activator: T cell receptor activation | primary human leukocytes, anti-CD3, IL-2 HTRF, 48 h | Potency, µM (highest dose often 9.22 µM), inactives show at the highest dose activation of IL-2 secretion, actives largely listed as activators | 330,000 tested, under 10 active | AID 504894; further: % of control where 0% means no effect
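Activity was scored as IL-2 release from primary human leukocytes given only a TCR signal (a-CD3 beads) plus compound for 48 hr. Detection used a two-antibody HTRF format read at 665nm.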
A-T KAP1 phos: potential ataxia-telangiectasia treatment | […] A-T fibroblasts, KAP-1 phosphorylation AlphaLISA; neocarzinostatin DNA damage 30 min before lysis | Potency, µM (top dose mostly 57.5 µM), without a hit: top-dose activation, actives largely listed as activators | hit rate 0.19% among 320,000; further: potency means the concentration at half of the fitted maximal effect; % of control where 0% means no effect; nearly all actives have a fitted effect of over 45% in size
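ATM-like activity read as KAP-1 phosphorylation via AlphaLISA donor/acceptor antibody pairs after lysis and 6 hr at 25C. Cells were ATM-null patient fibroblasts ([…], hTERT), dosed 60 min, then exposed to the DSB inducer NCS for 30 min.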
TSHR antagonist: human thyrotropin receptor antagonism | P16473 | TSHR-expressing cells, TSH-stimulated cAMP HTRF, 2 h; hits give low values | activity change, negative = inhibition, % at 11.5 µM | hit rate 0.2% among 330,000 | AID 504810;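 active means activity change below a set negative limit, meaning inhibition stronger than a set level, cut at about -70% in these data; inconclusive means activity change between two set negative limits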; further: on the % scale 0 is the no-effect control and ±100 the full control effect
Target sequence (P16473 whole entry, looked up): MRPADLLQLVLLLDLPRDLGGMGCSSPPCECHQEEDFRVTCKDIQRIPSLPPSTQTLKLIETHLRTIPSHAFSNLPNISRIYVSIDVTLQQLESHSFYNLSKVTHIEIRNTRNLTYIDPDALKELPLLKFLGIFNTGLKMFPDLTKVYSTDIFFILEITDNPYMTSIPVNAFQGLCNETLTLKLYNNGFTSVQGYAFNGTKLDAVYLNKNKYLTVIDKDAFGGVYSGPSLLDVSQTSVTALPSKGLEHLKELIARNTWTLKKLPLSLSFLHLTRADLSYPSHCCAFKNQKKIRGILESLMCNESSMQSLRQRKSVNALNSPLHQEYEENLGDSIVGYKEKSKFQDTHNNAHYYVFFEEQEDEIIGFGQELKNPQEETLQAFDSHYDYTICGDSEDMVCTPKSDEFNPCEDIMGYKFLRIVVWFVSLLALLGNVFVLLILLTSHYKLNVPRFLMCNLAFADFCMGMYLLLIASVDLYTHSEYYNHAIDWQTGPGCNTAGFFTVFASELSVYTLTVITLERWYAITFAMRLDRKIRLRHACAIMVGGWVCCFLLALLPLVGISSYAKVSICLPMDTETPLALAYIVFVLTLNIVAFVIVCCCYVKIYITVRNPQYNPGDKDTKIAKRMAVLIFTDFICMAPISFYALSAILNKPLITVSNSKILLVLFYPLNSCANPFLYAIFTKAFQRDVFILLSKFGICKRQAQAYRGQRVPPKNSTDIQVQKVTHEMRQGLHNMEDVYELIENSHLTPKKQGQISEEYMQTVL
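Antagonism was scored as loss of TSH-driven cAMP in TSHR cells, stimulated with 4nM TSH (EC80) for 2 hours at 37 deg C and detected by homogeneous HTRF competition immunoassay.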
USP2a block: USP2a (human) protease inhibition | O75604 | USP2 core, Ub-CHOP2 coupled fluorogenic reporter, 485/531 | Potency, µM (top dose mostly 38.3 µM), inactives show at the top dose activity change, negative = inhibition, usual class: inhibitors | hit rate 0.01% among 330,000 | AID 463254;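 further: potency means the concentration at half of the fitted maximal effect; plate controls were DMSO wells for no effect and full inhibition by NEM control for full effect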
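Deubiquitinase activity read as fluorescence (485/531 nm) after Ub-CHOP2 cleavage activates the enterokinase reporter on its substrate; USP2 core 10nM, Ub-CHOP2 and substrate 25nM each, 30min compound preincubation then 60min RT; data normalized to NEM, curves fitted.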
Mito fusion yeast: mitochondrial division inhibition or fusion activation | hit rate 0.23% among 320,000 | Potency, µM (highest dose often 46.1 µM), inactives show at the highest dose growth rescue (activation), usual class: activators | S. cerevisiae fusion-defective mutant growth rescue, CellTiterGlo 48 h | AID 485298;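 further: potency means the concentration at half of the fitted maximal effect; % of control where 0% means no effect; nearly all actives have a fitted effect of over 45% in size; temperature-sensitive fusion mutants such as fzo1-1 at 37 °C on non-fermentable ethanol glycerol medium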
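Compounds are tested for their ability to restore growth of mitochondrial fusion-defective yeast strains at non-permissive 37C in YPEG medium over 48 hours. Viability is quantified by luciferase luminescence.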
KCNH2 3.1 block: blocks the human KCNH2 3.1 channel isoform; U2OS KCNH2 3.1, thallium flux FluxOr; hits give low values; activity change, % (tested at about 1.8 µM); hit rate 0.95% among 340,000; AID 720553;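 active means maximum activity change below -70%; inconclusive means maximum activity change from -70% to -50%; inactive means maximum activity change above -50%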;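 further: thallium influx rate constant from kinetic fluorescence after stimulation buffer; on the % scale 0 is the no-effect control and ±100 the full control effect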
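Kinetic fluorescence (2 min after stimulation buffer) measures Tl+ influx through KCNH2 3.1 expressed by viral transduction in U2OS cells; the rate constant is normalized against DMSO controls serving as positive and negative references.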
* hit, by the source's call; [ ] = another dose, or the depositor's remark. Unless noted, the call rests on the fitted dose curve; in most records, active means well fitted curve in the direction sought with a large enough effect; inconclusive means small, poorly fitted or top-dose-only effect, or another doubt; inactive means no such curve, though single readings can be large; an effect the other way counts as inactive or inconclusive. This is a subset, so the mix of outcomes need not match the whole.

Screening Cc1ccc(-n2nc3c(=O)n(C(C)C(=O)NCCC4=CCCCC4)nc(C)c3c2C)cc1 (stereo not drawn) returned KCNH2 WT inh -1, ELG1 DNA repair -25%, Eya2 phos inh 1%, TRPV1 agonist -4, TCR activator 3%, A-T KAP1 phos 2%, TSHR antagonist -24, USP2a block 4%, Mito fusion yeast -71%[inhibitor] and KCNH2 3.1 block 8.
O=C(c1cccc(Oc2ccccc2)c1)N1CCOCC1 was read as KCNH2 WT inh -22, ELG1 DNA repair -5%, Eya2 phos inh 3%, TRPV1 agonist 12, TCR activator 0%, A-T KAP1 phos 20%, TSHR antagonist -1, USP2a block 1%, Mito fusion yeast 0% and KCNH2 3.1 block -12.
Screening Cc1cc(Nc2ccc([N+](=O)[O-])cc2)c2ccccc2n1 returned KCNH2 WT inh 21, ELG1 DNA repair 7%, Eya2 phos inh -5%, TRPV1 agonist inconclusive, TCR activator -1%, A-T KAP1 phos 9%, TSHR antagonist -4, USP2a block 2%, Mito fusion yeast -1% and KCNH2 3.1 block -7.
COc1ccc(N2CCN(Cc3nc4cc(Cl)ccc4c(=O)[nH]3)CC2)cc1 was read as KCNH2 WT inh -4, ELG1 DNA repair -3%, Eya2 phos inh 7%, TRPV1 agonist 0, TCR activator -2%, A-T KAP1 phos 5%, TSHR antagonist -5, USP2a block 0%, Mito fusion yeast 2% and KCNH2 3.1 block inconclusive.
`C=CCNC(=O)c1cccc2c1C(=O)c1ccc(N3CCCC3)cc1S2(=O)=O` gave KCNH2 WT inh -11, ELG1 DNA repair -16%, Eya2 phos inh 5%, TCR activator -3%, A-T KAP1 phos -15%, TSHR antagonist -1, USP2a block 15% and KCNH2 3.1 block 20.
For NS(=O)(=O)c1ccc(CNC(=O)c2cc(=O)c3cc(Cl)ccc3o2)cc1 the results were KCNH2 WT inh -6, ELG1 DNA repair 13%, Eya2 phos inh 10%, TRPV1 agonist -3, TCR activator 2%, A-T KAP1 phos -5%, TSHR antagonist -8, USP2a block 4%, Mito fusion yeast 3% and KCNH2 3.1 block -16.
`COc1ccc(/C=N/NC2=NS(=O)(=O)c3ccccc32)cc1OC` gave KCNH2 WT inh -7, ELG1 DNA repair 5%, Eya2 phos inh -18%, TRPV1 agonist 0, TCR activator 1%, A-T KAP1 phos -3%, TSHR antagonist 1, USP2a block 5%, Mito fusion yeast -8% and KCNH2 3.1 block 10.
Screening CC(C)N1C(=O)CCC1C(=O)N1CCC(Cc2ccccc2)CC1 (stereo not drawn) returned KCNH2 WT inh 9, ELG1 DNA repair -2%, Eya2 phos inh -1%, TRPV1 agonist 3, TCR activator 13%, A-T KAP1 phos -2%, TSHR antagonist -2, USP2a block 3%, Mito fusion yeast 0% and KCNH2 3.1 block -4.
Screening Cc1ccc(/C(N)=N/OC(=O)c2cccc(Cn3cc(C(F)(F)F)ccc3=O)c2)cc1 returned KCNH2 WT inh 9, ELG1 DNA repair 2%, Eya2 phos inh -6%, TRPV1 agonist 7, TCR activator -3%, A-T KAP1 phos 8%, TSHR antagonist 2, USP2a block -1%, Mito fusion yeast -1% and KCNH2 3.1 block -5.
`CC1CC(C)CN(CC(O)COc2ccc3c(c2)CCC3)C1` (stereo not drawn) gave KCNH2 WT inh 50, ELG1 DNA repair -16%, Eya2 phos inh 2%, TRPV1 agonist 1, TCR activator -7%[46.1 µM], A-T KAP1 phos 6%, TSHR antagonist -3, USP2a block 2%, Mito fusion yeast 5% and KCNH2 3.1 block -9.

Among those listed so far, two contain a Cl atom:
COc1ccc(N2CCN(Cc3nc4cc(Cl)ccc4c(=O)[nH]3)CC2)cc1 was read as KCNH2 WT inh -4, ELG1 DNA repair -3%, Eya2 phos inh 7%, TRPV1 agonist 0, TCR activator -2%, A-T KAP1 phos 5%, TSHR antagonist -5, USP2a block 0%, Mito fusion yeast 2% and KCNH2 3.1 block inconclusive.
For NS(=O)(=O)c1ccc(CNC(=O)c2cc(=O)c3cc(Cl)ccc3o2)cc1 the results were KCNH2 WT inh -6, ELG1 DNA repair 13%, Eya2 phos inh 10%, TRPV1 agonist -3, TCR activator 2%, A-T KAP1 phos -5%, TSHR antagonist -8, USP2a block 4%, Mito fusion yeast 3% and KCNH2 3.1 block -16.

Further results follow:
For COCCN(C(=O)c1ccccc1F)c1c(N)n(Cc2ccccc2)c(=O)[nH]c1=O the results were KCNH2 WT inh 13, ELG1 DNA repair 1%, Eya2 phos inh -2%, TRPV1 agonist 0, TCR activator 0%, A-T KAP1 phos 5%, TSHR antagonist -2, USP2a block 0%, Mito fusion yeast -1% and KCNH2 3.1 block 2.
For COc1ccc(Oc2c(C)oc3c(CN(C)C)c(O)ccc3c2=O)cc1 the results were KCNH2 WT inh -17, ELG1 DNA repair 1%, Eya2 phos inh -6%, TRPV1 agonist -3, TCR activator 2%, A-T KAP1 phos -2%, TSHR antagonist 11, USP2a block 0%, Mito fusion yeast 4% and KCNH2 3.1 block -2.
Screening Cc1cccc(NC(=O)CSc2nnc(-c3ccccc3)n2N)c1C returned KCNH2 WT inh -9, ELG1 DNA repair 0%, Eya2 phos inh -3%, TRPV1 agonist 0, TCR activator 0%, A-T KAP1 phos 3%, TSHR antagonist 8, USP2a block 1%, Mito fusion yeast 3% and KCNH2 3.1 block 2.
For Cc1ccccc1C(=O)NCC(=O)OC(C)C(=O)NCc1ccco1 (stereo not drawn) the results were KCNH2 WT inh -4, ELG1 DNA repair 14%, Eya2 phos inh 12%, TRPV1 agonist 0, TCR activator 0%, A-T KAP1 phos 0%, TSHR antagonist -2, USP2a block 1%, Mito fusion yeast 1% and KCNH2 3.1 block 4.
`COc1ccccc1-c1cc2nc(C)c(CCC(=O)NCc3ccc(F)cc3)c(C)n2n1` gave KCNH2 WT inh 1, ELG1 DNA repair 0%, Eya2 phos inh 2%, TRPV1 agonist 1, TCR activator -1%, A-T KAP1 phos 10%, TSHR antagonist 10, USP2a block -2%, Mito fusion yeast 9% and KCNH2 3.1 block -28.
O=C(Oc1ccc(Br)cc1)C1CC(=O)N(c2ccc(F)cc2)C1 (stereo not drawn) was read as KCNH2 WT inh 14, ELG1 DNA repair 21%, Eya2 phos inh 4%, TCR activator -10%, A-T KAP1 phos -7%, TSHR antagonist -4, USP2a block 1%, Mito fusion yeast -7% and KCNH2 3.1 block 5.
For CC(C)(C)c1ccc(OCCC(=O)OCC(=O)NC2CCS(=O)(=O)C2)cc1 (stereo not drawn) the results were KCNH2 WT inh -23, ELG1 DNA repair -6%, Eya2 phos inh -14%, TRPV1 agonist 1, TCR activator -4%, A-T KAP1 phos -12%, TSHR antagonist 0, USP2a block 0%, Mito fusion yeast -5% and KCNH2 3.1 block 2.
Screening CCCc1ccc(OCC(=O)NNC(=O)c2cccnc2)cc1 returned KCNH2 WT inh -7, ELG1 DNA repair 15%, Eya2 phos inh 3%, TRPV1 agonist 4, TCR activator -25%, A-T KAP1 phos 4%, TSHR antagonist 18, USP2a block 0%, Mito fusion yeast -1%[9.22 µM] and KCNH2 3.1 block 22.
For COc1ccc(-c2cc3c(=O)n(CC(=O)N4CCCCC4)ncn3n2)cc1 the results were KCNH2 WT inh 0, ELG1 DNA repair inconclusive, Eya2 phos inh 9%, TRPV1 agonist -1, TCR activator 0%, A-T KAP1 phos 2%, TSHR antagonist 6, USP2a block 1%, Mito fusion yeast -7% and KCNH2 3.1 block 14.
`CC(=O)/C(N=Nc1ccc(C(=O)O)cc1)=C(\C)O` gave KCNH2 WT inh -3, ELG1 DNA repair inconclusive, Eya2 phos inh 2%, TRPV1 agonist -7, TCR activator 4%, A-T KAP1 phos 9%, TSHR antagonist -10, USP2a block -1%, Mito fusion yeast 3% and KCNH2 3.1 block -6.
Cc1cc(Cl)ccc1OCC(=O)Nc1ccccc1C(=O)N1CCOCC1 was read as KCNH2 WT inh 5, ELG1 DNA repair inconclusive, Eya2 phos inh 1%, TRPV1 agonist inconclusive, TCR activator 2%, A-T KAP1 phos 5%, TSHR antagonist -4, USP2a block 0% and Mito fusion yeast 2%.
Screening Cc1cc(NC(=O)CSc2nc(-c3ccco3)cc(C(F)(F)F)n2)n(-c2ccccc2)n1 returned KCNH2 WT inh -7, ELG1 DNA repair inconclusive, Eya2 phos inh 1%, TRPV1 agonist 2, TCR activator 3%, TSHR antagonist 4, USP2a block 2%, Mito fusion yeast 2% and KCNH2 3.1 block 2.
Cc1cc(Cl)ccc1OCC(=O)NC(=S)Nc1ccc(Cl)cn1 was read as KCNH2 WT inh -12, ELG1 DNA repair inconclusive, Eya2 phos inh -7%, TRPV1 agonist 1, TCR activator 1%, A-T KAP1 phos -4%, TSHR antagonist -8, USP2a block 2%, Mito fusion yeast -5% and KCNH2 3.1 block -19.

Screens (PubChem)
